# p47phox inh: blocks human p47phox regulatory protein of NADPH oxidases; P14598; p47phox/p22phox peptide binding, fluorescence polarization, 2 h; inhibition, % at 24.7 µM; 220,000 tested, 0.53% active;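 also: 0% = p47phox with labelled peptide and 100% = labelled peptide alone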
# thrombin 1536: blocks human thrombin protease activity; 220,000 tested, 0.26% active; alpha-thrombin, Boc-VPR-AMC fluorogenic substrate cleavage; AID 1046; inhibition, % at 5 µM; P00734;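 active = inhibition at or above 40%; inactive = inhibition below 40%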;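 also: 0% = enzyme with no compound and 100% = wells without enzyme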
#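 Material: human alpha-thrombin protein; Also added: Boc-VPR-AMC substrate, 15 µM final; Timing: enzyme reaction carried out at room temperature; Signal: fluorescence, ex 355 nm, em 460 nm; Measure: % inhibition of thrombin; Controls: enzyme without compound as high, wells lacking enzyme as low.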
# Rad51 HR inh: Rad51 (human) homologous recombination inhibition; Q06609; hRad51 DNA strand exchange, fluorescence dequenching; inhibition, % at 10 µM; 200,000 tested, 0.085% active;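 active = inhibition above 40% at the single screening dose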;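 also: 0% = DMSO control wells and 100% = blanks with heterologous ssDNA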
#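 Test system: preformed human Rad51 ssDNA filaments. Compound dosing: single dose, 10 µM final compound. Incubation: filaments 15 min 37 °C, then compound 30 min. Technique: FRET fluorescence dequenching, excitation 485 nm, emission 520 nm. Read-out basis: percent inhibition from fluorescence, normalised to plate control and blank means. Benchmarks: plate controls and plate blanks.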
# Cl transport mod: modulates chloride dependent transport by human KCC2; Q9H2X9; KCC2 cells, thallium flux FluoZin-2 fluorescence; B-score of Tl+ flux slope (higher = more flux/activation; lower = inhibition) at 10 µM; 190,000 tested, 2.2% active;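 active = thallium flux slope and its plate-corrected score both differing from the plate sample mean at a set confidence after two filtering rounds, in either direction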;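 also: slope of fluorescence scaled to starting intensity during 10 to 20 s after thallium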
# Target sequence (Q9H2X9 whole entry, looked up): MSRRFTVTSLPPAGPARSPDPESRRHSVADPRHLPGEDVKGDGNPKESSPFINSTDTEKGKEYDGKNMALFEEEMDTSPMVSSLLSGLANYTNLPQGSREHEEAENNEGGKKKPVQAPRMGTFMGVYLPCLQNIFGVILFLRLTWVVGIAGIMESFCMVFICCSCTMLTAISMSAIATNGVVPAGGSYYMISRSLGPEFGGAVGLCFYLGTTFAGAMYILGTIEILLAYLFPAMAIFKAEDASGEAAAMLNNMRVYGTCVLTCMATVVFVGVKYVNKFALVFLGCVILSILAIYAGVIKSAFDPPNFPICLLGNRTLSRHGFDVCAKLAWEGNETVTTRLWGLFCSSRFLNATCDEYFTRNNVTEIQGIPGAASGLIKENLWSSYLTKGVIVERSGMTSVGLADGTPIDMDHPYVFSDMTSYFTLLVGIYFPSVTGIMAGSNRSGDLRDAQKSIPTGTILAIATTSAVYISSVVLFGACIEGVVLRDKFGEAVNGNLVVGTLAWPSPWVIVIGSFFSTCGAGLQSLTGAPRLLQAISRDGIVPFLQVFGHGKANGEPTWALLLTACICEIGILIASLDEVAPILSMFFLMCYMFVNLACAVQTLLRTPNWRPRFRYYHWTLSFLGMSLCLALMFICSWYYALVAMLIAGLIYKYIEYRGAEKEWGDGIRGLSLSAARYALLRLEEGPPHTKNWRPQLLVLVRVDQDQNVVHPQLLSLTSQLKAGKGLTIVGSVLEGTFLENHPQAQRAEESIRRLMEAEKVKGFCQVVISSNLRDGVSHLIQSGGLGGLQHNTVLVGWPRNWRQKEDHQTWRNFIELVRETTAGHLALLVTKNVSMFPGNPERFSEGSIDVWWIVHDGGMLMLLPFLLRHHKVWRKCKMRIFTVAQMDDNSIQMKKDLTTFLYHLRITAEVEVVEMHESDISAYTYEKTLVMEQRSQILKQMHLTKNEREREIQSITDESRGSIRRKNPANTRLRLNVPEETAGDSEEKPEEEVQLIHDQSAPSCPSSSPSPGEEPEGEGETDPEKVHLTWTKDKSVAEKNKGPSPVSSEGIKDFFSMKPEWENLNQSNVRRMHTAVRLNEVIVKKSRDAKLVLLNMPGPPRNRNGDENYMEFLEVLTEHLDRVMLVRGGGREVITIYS
# EBV gp42 inh: blocks Epstein-Barr virus glycoprotein 42 binding; Q1HVG2; Fluorescence polarization binding assay, mP read-out; inhibition, % (tested at 21.74 µM); 220,000 tested, 0.42% active; in the data active = inhibition above about 50%
# KLK5 inh: kallikrein 5 (human) inhibition | Q9Y337 | recombinant hK5, fluorogenic AMC substrate cleavage | inhibition, % at 5 µM | 210,000 tested, 0.59% active | AID 873;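 active = inhibition of 40% or more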;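 also: 0% = enzyme controls without compound and 100% = no-enzyme blanks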
# 14-3-3 Bad inh: disrupts binding of bovine 14-3-3 zeta to phospho-Bad peptide | 220,000 tested, 0.71% active | inhibition, % at 21.7 µM | P63103 | TR-FRET 14-3-3zeta/Dy647-pBad peptide displacement, 1 h;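 active = inhibition above about 70%, limit read from the data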;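 also: 0% = full 14-3-3 plus peptide FRET controls and 100% = background without 14-3-3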
# eIF4E 4G PPI: eIF4E/eIF4G interaction inhibition in translation initiation. P63073+Q04637. TR-FRET eIF4E-eIF4GI(517-606) binding, 2 h. inhibition, % at 21.7 µM. 220,000 tested, 0.37% active. AID 782;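 also: 0% = full FRET control wells and 100% = background wells lacking eIF4GI fragment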
# Furin inh: human furin inhibition | P09958 | purified furin, fluorogenic substrate cleavage | inhibition, % at 30 µM | 220,000 tested, 0.061% active | AID 463115; in the data active = inhibition above about 25%; also: inactives centre near -15
# Numbers without * were called inactive; / = not tested or not shown; [ ] = another dose, or the depositor's remark.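 The calls were made as follows, unless noted: active = inhibition above about 30% (limit read from the data); inactive = the rest.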 Compounds were not picked by outcome; any-hit rate near 4.7%.
SMILES,p47phox inh,thrombin 1536,Rad51 HR inh,Cl transport mod,EBV gp42 inh,KLK5 inh,14-3-3 Bad inh,eIF4E 4G PPI,Furin inh
O=C1C2C(c3ccccc3)CC=CC2[C@H](c2ccoc2)N1Cc1ccccc1 (stereo partly drawn),-15,3,0,-0.91,1,11,-1,-2,3
CCOc1cc(N2CCOCC2)c(OCC)cc1NC(=O)[C@H](C)N1C(=O)C2CC=CCC2C1=O (stereo partly drawn),-4,-6,-5,-0.049,1,-5,-18,7,-4
COc1ccc(C2N(c3cc(Cl)ccc3OC)C(=O)C3CCCN32)cc1 (stereo not drawn),-1,-9,9,/,0,-25,1,1,-15
CCOC(=O)c1cnc2c(Cl)cccc2c1NCCN1CCOCC1,4,-5,-10,-0.64,8,-7,-6,-8[fluorescence artefact?],-1
NC(=S)n1[nH]c(-c2ccc([N+](=O)[O-])cc2)c(N=Nc2ccccc2[N+](=O)[O-])c1=O,30*,-11,-22,0.016,36,5,65,-19,-6
COc1ccc(-c2c3c(=O)n(C)c(=O)n(C)c3cn2N2CCOCC2)cc1,-3,-1,-2,/,-8,-12,2[fluorescence artefact?],2,-13[20 µM]
CCc1nc(NCCCCCO)c2nnn(Cc3ccccc3F)c2n1,-4,32,-9,0.81,12,-3,-4,3[fluorescence artefact?],-22[20 µM]
CC1(C)CC(=O)C2=C(C1)OC(N)=C([N+](=O)[O-])C2c1cccs1 (stereo not drawn),-11,-3,10,-0.74,-12,-7,1,20,-20
Cc1nc2cc(O)ccc2n1C,-6,-3,-2,-1.4,-14,-9,1,9[fluorescence artefact?],-17
Cc1ccc(CCNc2ccccc2)c[n+]1[O-],-15,-1,-3,0.2,-9,-11,-6[fluorescence artefact?],7,-10
COc1ccc(NC(=O)CSc2nc(C)cs2)cc1,-4,-6,-19,-0.026,-14,-4,-4,1,-11
c1coc(CNc2ncnc3sc4c(c23)CCCCC4)c1,-22,0,3,-0.77,-8,-7,-7,-9,-20
CC(C)(C)NC(=O)NC(=O)COC(=O)c1ccc2c(c1)S(=O)(=O)N=C1CCCCCN12,-14,-3,11,-0.0086,9,-5,-11,3[fluorescence artefact?],-13
CC(CCc1ccco1)NC(=O)Cn1nc(Cc2ccncc2)c2ccccc2c1=O (stereo not drawn),3,-4,9,/,-15,2,5,-2,-34
O=[N+]([O-])c1cc(C(F)(F)F)cc([N+](=O)[O-])c1NCCNC(=S)Nc1cccc(F)c1,-5,-1,14,-0.78,-3,-4,-9,5,-5
CC(C)N(c1ccccc1)c1ccc(NC(=O)COC(=O)CCN2C(=O)c3cccc([N+](=O)[O-])c3C2=O)cc1,2,-3,1,-1.8,-21,1,9,3[fluorescence artefact?],-19
Cc1cc(C)n(Cc2ccc(C(=O)Nc3ccc(Br)cc3C)o2)n1,0,-11,16,-0.76,7,-18,2,6,-15
Cc1ccc(CCN2CC(C(=O)NC3CCCC3)CC2=O)cc1 (stereo not drawn),-6,-2,-6,/,-13,0,-1,-1[fluorescence artefact?],-18
CCC(=O)c1c(OCc2ccccc2)ccc2c(C)cc(=O)oc12,-11,-12,-19,-0.89,-23,3,-2,6,-13
CCOC(=O)CC1=NN(c2ccccc2)C(=O)C1,-7,-8,0,-0.26,-21,-6,-1,2,-4

# Quoted from the listing:
# `CC1(C)CC(=O)C2=C(C1)OC(N)=C([N+](=O)[O-])C2c1cccs1` (stereo not drawn) | p47phox inh: -11
# `O=[N+]([O-])c1cc(C(F)(F)F)cc([N+](=O)[O-])c1NCCNC(=S)Nc1cccc(F)c1` | 14-3-3 Bad inh: -9

# Next results:
SMILES,p47phox inh,thrombin 1536,Rad51 HR inh,Cl transport mod,EBV gp42 inh,KLK5 inh,14-3-3 Bad inh,eIF4E 4G PPI,Furin inh
CC1=C(C#N)C(c2ccc(O)cc2)C(C#N)=C(C)N1,-14,-6,/,0.062,-21,1,-13,-3,2
O=c1cc(O)sc2ccccc12,-16,2,-9,-0.81,-13,6,-13,0,-15
CC(C)=C(NC(=O)c1ccccc1)C(N)=O,-14,-10,/,0.55,-25,0,-1,2,-19
O=C(Nc1nnc(-c2cccnc2)o1)c1cccc([N+](=O)[O-])c1,/,-7,/,-0.77,-10,11,-19,2,-29
CCOC(=O)Cn1nnnc1CN(Cc1cccs1)Cc1cc2cc(C)cc(C)c2[nH]c1=O,-27,-5,/,/,-18,-2,-1,-15,-29[20 µM]
N#CCSc1nc2ccccc2c(=O)n1CCCC(=O)NCC1CCCO1 (stereo not drawn),-7,5,-28,-0.41,-10,-6,-15,6,-18
Cc1nn(Cc2ccc(C(=O)n3cccn3)o2)c(C)c1Br,-16,5,-2,-2.3,-7,-6,-3,-6,-23[20 µM]
CC(OC(=O)c1ccc(S(=O)(=O)NCc2ccco2)cc1)C(=O)Nc1ncc(Cl)cc1Cl (stereo not drawn),-2,0,13,-1.4,-8,-13,-10[fluorescence artefact?],12,-19
Cc1nn(-c2ccccc2)c(Cl)c1C(=O)OC(C)C(=O)Nc1ccc2c(c1)OCO2 (stereo not drawn),-11,1,-1,-0.63,-8,-11,6[fluorescence artefact?],0,-21[20 µM]
CCOc1cc(C(=O)NC(C)C2CCCO2)cc(OCC)c1OCC (stereo not drawn),-11,-1,-3,0.051,-20,-1,-5,-1,-26
O=c1nc(-c2ccccc2)cc(-c2ccccc2)[nH]1,-15,6,-3,0.73,-3,-19,17[fluorescence artefact?],10,-17
Cc1nc(SCC(=O)NCc2ccco2)c2c3c(sc2n1)CCCC3,-13,-4,-7,-0.028,7,-23,-5,1,-18
COc1ccc(S(=O)(=O)Nc2ccc(Cl)cn2)c(C)c1C,-12,1,4,-0.38,5,-6,9,10,-20[20 µM]
CN1C(=O)c2ccc(C(=O)Nc3nccs3)cc2C1=O,1,-6,-5,0.38,-21,5,-4,0,-16
CCOC(=O)C1CCN(c2nc(C)nc3c2oc2ccccc23)CC1,-11,-11,-5,/,2,-19,69,4,/
COc1ccc(S(=O)(=O)Nc2ccc(S(=O)(=O)N(C)C)cc2)cc1[N+](=O)[O-],10,-10,2,0.21,0,-8,2,-10,8
Cc1ccc(C)c(N2CCN(C(=O)c3ccc(NS(=O)(=O)c4c(C)noc4C)cc3)CC2)c1,-2,0,7,0.24,12,-14,-2[fluorescence artefact?],-5[fluorescence artefact?],-7
CCn1c(C(=O)O)c(CC(=O)Nc2ccccc2F)c2ccccc21,-9,-9,27,-0.69,-7,-2,-20,7,-12
CCOC(=O)c1c(NC(=O)CSc2nc3cccnc3n2C)sc(C(C)=O)c1C,-61,5,-8,-0.46,-22,0,5,6,-25
Cc1ccc(C(=O)NC=C(Cl)Cl)cc1,1,1,-3,0.0013,-10,5,0,-2,-7

# Brought forward from above: four entries, followed by the next part.
SMILES,p47phox inh,thrombin 1536,Rad51 HR inh,Cl transport mod,EBV gp42 inh,KLK5 inh,14-3-3 Bad inh,eIF4E 4G PPI,Furin inh
Cc1ccc(C)c(N2CCN(C(=O)c3ccc(NS(=O)(=O)c4c(C)noc4C)cc3)CC2)c1,-2,0,7,0.24,12,-14,-2[fluorescence artefact?],-5[fluorescence artefact?],-7
CCn1c(C(=O)O)c(CC(=O)Nc2ccccc2F)c2ccccc21,-9,-9,27,-0.69,-7,-2,-20,7,-12
CCOC(=O)c1c(NC(=O)CSc2nc3cccnc3n2C)sc(C(C)=O)c1C,-61,5,-8,-0.46,-22,0,5,6,-25
Cc1ccc(C(=O)NC=C(Cl)Cl)cc1,1,1,-3,0.0013,-10,5,0,-2,-7
CC(=O)c1ccc(OCC(O)Cn2nnc3ccccc32)cc1 (stereo not drawn),-10,9,5,-0.71,-8,-5,-2,2,-12
COc1ccc(C2=CC(c3cc(OC)c(OC)c(OC)c3)NC(=S)N2)cc1 (stereo not drawn),-6,-7,-2,/,1,-10,-12,7,-14[20 µM]
CCOc1cc(S(=O)(=O)NCc2ccc3c(c2)OCO3)ccc1F,-5,4,-11,1.2,-5,2,5,-4,-9[20 µM]
CCn1cnc2c1c(=O)n(Cc1csc(-c3ccccc3)n1)c(=O)n2Cc1ccccc1,-34,-2,-5,/,-9,1,-1[fluorescence artefact?],-5,-13
CC1CCN(S(=O)(=O)c2ccc3[nH]cc(C(=O)NCCN4CCOCC4)c(=O)c3c2)CC1,6,0,/,0.14,-9,-21,11,6,-17[20 µM]
CCC1(C)OCC(Cn2c3ccccc3c3ccccc32)O1 (stereo not drawn),-4,0,-1,1.6,-7,-4,3,-1,-3[20 µM]
O=C(Cc1ncc(C(F)(F)F)cc1Cl)Nc1ccc(F)cc1,-6,-5,0,/,-3,-22,1,-2,-19[20 µM]
O=C(NC(=S)Nc1ccc2c(c1)OCCO2)c1cccc(Br)c1,0,0,-6,37*,3,-10,7,-8,-9
CCOC(=O)CCNC(=O)CNC(=O)OCc1ccccc1,-5,3,5,/,-3,20,1,2,-21
CN(c1ccc([N+](=O)[O-])cc1C(=O)Nc1ccccc1)C1CCCCC1,-9,1,0,/,-16,2,-2,-4,1[20 µM]
CC(=O)Nc1ccc(C(=O)NNS(=O)(=O)c2ccc(C)cc2)cc1,-5,3,-9,1.2,-16,-9,-3,1,-8
c1ccc(-c2ccc(-c3csnn3)cc2)cc1,-17,3,-16,/,-6,-9,-6,3[fluorescence artefact?],-17[20 µM]
CC(C)NCC(O)COCCOc1ccc(Br)cc1 (stereo not drawn),9,1,-41,/,-9,-10,12[fluorescence artefact?],-3[fluorescence artefact?],-17
Cc1ccc2c(c1)nnn2C1CCN(CC(=O)N2c3ccccc3CC2C)CC1 (stereo not drawn),-11,-2,0,0.17,-16,6,-2,3[fluorescence artefact?],-16
O=C1Nc2ccccc2C12OCCCCO2,-9,2,9,0.41,-14,-9,1,-3,-15
CCCNS(=O)(=O)c1ccc(CCC(=O)NCc2cccnc2)cc1,-4,-5,2,0.47,-8,-6,0,-1,-14[20 µM]
CCOC(=O)N1CCN(C(=O)C(CC)n2nc(C)c3sc4ccccc4c3c2=O)CC1 (stereo not drawn),-5,-1,5,0.3,6,10,-5,6,-12
CCC(C(=O)N1CCN(c2ccccn2)CC1)n1nc(C)n2c(cc3occc32)c1=O (stereo not drawn),-13,2,1,-2.5,-11,-12,-10,-8,-16
CN(C)C(=O)c1ccc(NC(=O)c2ccccc2Sc2ccccc2C#N)cc1,3,-7,7,-0.42,-2,-14,-10[fluorescence artefact?],18[fluorescence artefact?],-21
Cc1c(C(=O)Nc2ccc(Cl)cc2)c2ccccn2c1CCc1ccncc1,8,0,-12,-0.17,-14,-5,21[fluorescence artefact?],-6,-18
O=C(O)CCc1ccc(-c2ccc(Br)cc2)n1CC(=O)O,-17,1,0,0.57,-13,0,-13,5,-15[20 µM]
COC(=O)c1cc(-c2c[nH]c3ccccc23)n[nH]1,-12,0,/,-0.25,-12,-4,-1,1,-9[20 µM]
Cc1ccc(-c2nnc(SCC#N)n2N)cc1,0,2,-1,-0.12,-9,-8,17[fluorescence artefact?],-8,-21[20 µM]
Cc1ccc(C(=O)CC(Nc2ccc(F)cc2)c2ccccc2)cc1 (stereo not drawn),-6,-5,-7,-0.099,1,-4,-3[fluorescence artefact?],5,-15
N#C/C(=C/c1ccc(-c2cc([N+](=O)[O-])ccc2Cl)o1)C(N)=O,13,-2,-20,/,21,1,49,-2,-4
CCOC(=O)c1cc(NC(=O)N2CCOCC2)c(C)nc1C,-1,-4,-3,/,-6,2,-4,-4,-23[20 µM]
c1coc(CNc2nc3nonc3nc2NCc2ccco2)c1,-23,-2,-5,/,-13,-5,-11,0,-9[20 µM]
CC(C)n1cc(/C=N\NC(=O)c2cc3c(ccc4ccccc43)o2)c2ccccc21,-23,1,-2,/,-6,-2,-12,-7,-9[20 µM]
